AmpC inh detg – qHTS Inhibitors of AmpC Beta-Lactamase (assay with detergent). P00811. AmpC hydrolysis of nitrocefin, absorbance 480 nm, 0.01% Triton. Potency, µM (doses to about 114 µM), without a hit: top-dose activity change, negative = inhibition, usual class: inhibitors. hit rate 0.041% among 370,000. AID 485294, 2010;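 note: potency is the fitted concentration of half-maximal effect; 0% = no-compound wells and -100% = no-enzyme wells; nearly all actives have a fitted effect of over 25% in size; some results filed as inactive show a strong effect at the top dose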
Target sequence (P00811 whole entry, looked up): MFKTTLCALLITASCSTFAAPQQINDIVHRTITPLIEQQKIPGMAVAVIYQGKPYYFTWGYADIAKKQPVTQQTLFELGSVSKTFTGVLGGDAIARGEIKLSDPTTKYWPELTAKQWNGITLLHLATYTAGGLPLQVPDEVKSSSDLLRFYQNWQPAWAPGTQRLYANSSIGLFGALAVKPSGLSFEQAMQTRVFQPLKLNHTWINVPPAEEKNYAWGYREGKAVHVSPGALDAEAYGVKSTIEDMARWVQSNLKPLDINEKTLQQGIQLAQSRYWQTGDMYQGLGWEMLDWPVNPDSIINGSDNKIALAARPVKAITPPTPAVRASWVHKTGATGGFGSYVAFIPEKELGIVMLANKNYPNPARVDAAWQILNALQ
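20 mM phosphate pH 7.0 + 0.01% (detergent screen) or 0.0001% Triton X-100; 5.3 nM AmpC reagent; cpd preinc 15 min RT; nitrocefin (800 uM stock) to start; A480 q20 s × 4 min; Activity was normalised to no-enzyme and no-compound control wells.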
HCV inhibitor – qHTS Assay for Inhibitors of Hepatitis C Virus (HCV). Huh7.5.1 HCVcc-Cre infection, luciferase reporter, 44 h. Potency, µM (doses to about 41.8 µM), for inactives: top-dose activity change, negative = inhibition, hits mostly inhibitors. hit rate 3.4% among 340,000; note: potency is the fitted concentration of half-maximal effect
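Infectious HCV cell culture screen: compound-treated cells (1,000/well, pre-plated 4 h) are infected with HCVcc-Cre at roughly 0.5 moi and grown 44 h. Infection is quantified by luciferase signal after 15 min substrate incubation at room temperature.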
HCMV antiviral – qHTS Assay for inhibitors of the human cytomegalovirus (HCMV) | HFF cells, HCMV-luciferase reporter, 72 h; stronger effect = lower value | activity change, negative = inhibition, % at 57.5 µM | hit rate 4.5% among 410,000; in the data active = activity change below about -60%; inconclusive = no clear call, values can overlap the other calls; inactive = above about -39%
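HFF cells seeded 16 h at 37C, treated with compounds, infected with luciferase-reporter HCMV at MOI 1 PFU/cell; luciferase read at 72 h post infection, normalized to buffer-only and Salinomycin controls.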
Sm TGR inh – qHTS Assay for the Inhibitors of Schistosoma Mansoni Peroxiredoxins; AID 485364, 2010; purified TGR, DTNB reduction, TNB absorbance 405 nm; Potency, µM (series often up to 114 µM), inactives show top-dose activity change, negative = inhibition, hits mostly inhibitors; hit rate 3% among 360,000; Schistosoma mansoni thioredoxin glutathione reductase (TGR), Q962Y6; note: potency is the fitted concentration of half-maximal effect; nearly all actives have a fitted effect of over 60% in size
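Kinetic colorimetric format: TGR-catalysed, NADPH-driven DTNB reduction monitored via TNB absorbance. Enzyme dispensed at 20 nM; compound exposure 15 min at room temperature before reaction start.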
AMA1-RON2 inh – qHTS for Inhibitors of AMA1-RON; Towards Development of Antimalarial Drug Lead: Primary Screen | AlphaScreen AMA1-biotinylated RON2 peptide binding | Potency, µM (top dose mostly 58.2 µM), for the others: top-dose activity change, negative = inhibition, usual class: inhibitors | hit rate 0.2% among 360,000 | AID 720542, 2013;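 note: potency is the fitted concentration of half-maximal effect; 0% = vehicle wells and -100% = peptide control; nearly all actives have a fitted effect of over 45% in size; some results filed as inactive show a strong effect at the top dose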
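AMA1 (3D7) with his tag at 25 nM final met compounds first, then biotinylated RON2 peptide at 25 nM; detection used donor plus acceptor beads, 10 µg/mL apiece, read by AlphaScreen after 30 min at room temperature.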
FBPA Giardia inh – qHTS Assay for Inhibitors of Fructose-1,6-bisphosphate Aldolase from Giardia Lamblia; A8B2U2; purified Giardia FBPA; Potency, µM (doses to about 59.6 µM), for inactives: at the top dose activity, negative = inhibition, usual class: inhibitors; hit rate 0.71% among 290,000; note: potency is the fitted concentration of half-maximal effect; nearly all actives have a fitted effect of over 55% in size
Target sequence (A8B2U2 whole entry, looked up): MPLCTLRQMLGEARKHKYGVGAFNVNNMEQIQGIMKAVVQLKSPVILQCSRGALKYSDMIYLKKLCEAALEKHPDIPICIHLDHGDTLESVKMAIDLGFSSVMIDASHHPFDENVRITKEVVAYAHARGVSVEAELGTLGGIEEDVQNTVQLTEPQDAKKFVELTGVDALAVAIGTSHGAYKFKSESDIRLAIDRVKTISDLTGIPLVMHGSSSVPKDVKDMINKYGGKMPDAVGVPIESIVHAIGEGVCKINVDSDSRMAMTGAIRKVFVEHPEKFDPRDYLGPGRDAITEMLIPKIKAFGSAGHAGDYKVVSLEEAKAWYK
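Giardia FBPA (40 nM reagent) was preincubated 10 min at RT with compound (up to 57.5 uM final), then substrate plus GAPDH/TPI/NAD/arsenate coupling system with diaphorase/resazurin was added; resorufin fluorescence (525/598 nm) was read after 20 min.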
* = called active by the depositor; ? = inconclusive; / = not tested or not shown; & = joins results of further samples; [ ] = another dose, or the depositor's remark. Unless noted, calls come from the whole dose curve; as a rule, active = well fitted curve in the direction sought with a large enough effect; inconclusive = small, poorly fitted or top-dose-only effect, or another doubt; inactive = no such curve, though single readings can be large; an effect the other way counts as inactive or inconclusive. Unless noted, % is set by controls: 0 for no effect and ±100 for the full control effect. No enrichment for hits. Share with any hit: about 9.3%.

mol	AmpC inh detg	HCV inhibitor	HCMV antiviral	Sm TGR inh	AMA1-RON2 inh	FBPA Giardia inh
Cc1c(C(=O)Nc2cccc(S(=O)(=O)N3CCOCC3)c2)oc2ccc(Br)cc12	/	?	48	/	-16%	/
COc1cccc(CN(C)C(=O)CC2C(=O)NCCN2C2Cc3ccccc3C2)c1 (centres undefined)	-5%	4%	17	-28%	-4%	/
C=CCn1c(SCCNC(C)=O)nc2cc(-c3ccccc3)sc2c1=O	-2%	-10%	-19	-6%	-6%	8%
CC(C)CCN1CCN(Cc2cnc(-c3ccccc3)s2)CC1CCO (centres undefined)	2%	?	-12	20%	-12%	3%
CCOc1ccc(CN(CCC#N)C(=S)NC(=O)c2ccccc2)cc1	1%	-12%	9	1%	77%[activator]	7%
O=C(CN1C(=O)NC2(CCCc3ccccc32)C1=O)c1ccc(Br)cc1 (centres undefined)	3%	-8%	-11	-5%	-11%	/
CCOC(=O)C1=C(C)NC(C)=C(C(=O)OCC)C1C(=O)OCC(=O)NC(C)C	-4%	-25%&-17%	-13&-1	5%	-7%&10%	4%
COC(=O)Cc1ccc(NC(=S)N2CCCC(C)C2)cc1 (centres undefined)	3%	16%	5	2%	-12%	-7%
COc1ccc(-n2c(SCC(=O)Nc3ccccc3OC)nc(O)c(Cc3ccccc3)c2=O)cc1	1%	-3%	71	-2%	-3%	19%
CCC(=NCc1ccco1)c1c(O)n(C2CCCCC2)c(=O)[nH]c1=O	-12%	-2%	-29	-31%	-6%	13%
CCCn1c(SCC(=O)NC(C)C23CC4CC(CC(C4)C2)C3)n[nH]c1=O (centres undefined)	-11%	15%	67	-5%	-6%	-2%
CC(Sc1nc2cc(Cl)ccc2s1)C(=O)Nc1ccc2c(c1)OCO2 (centres undefined)	0%	-11%	46	-5%	0%	-8%
COc1cccc(-n2cc(C(=O)Oc3cccc(C(F)(F)F)c3)c3ccccc3c2=O)c1	-11%	/	-14	9%	/	/
c1ccc(-c2c[n+]3c(n2-c2ccccc2)CCC3)cc1	0%	?	-37	9%	3%	5%
O=C(OCC(F)(F)C(F)F)c1ccccc1C(=O)Oc1ccc(F)cc1F	9%	7%	-13	1%	14%	1%
O=C(CNC(=O)c1ccccc1F)OCn1nnc2ccccc2c1=O	-10%	24%	0	?	4%	/
Cc1ccccc1OCCn1ccnc1	0%	7%	-4	2%	-2%	?
C=CCc1cc(C(=O)N2CCCCC2)ccc1O	1%	-9%	-71*	3%	3%	1%
COc1cc(CN2CCN(c3cccc(C)c3C)CC2)cc(OC)c1O	-10%	-7%	-18	32µM*	-35%	-24%
CCOc1ccc(N(CC(=O)NC2CCCCC2)S(=O)(=O)c2ccc(C)cc2)cc1	-8%	2%	-40	-7%	21%	-2%
Cc1ccc(C(=O)Cn2cccn2)cc1	5%	4%	-2	3%	2%	2%
CNCC[C@H](Oc1cccc2ccccc12)c1cccs1	-9%	?	-26	-26%	-17%	7%
Cn1nc(C(F)(F)F)c(-c2ccc(Br)cc2)c1NC(=O)CSCC(=O)O	1%	20%	26	14%	11%	11%
CSc1cccc(NC(=O)C2CCCN2S(=O)(=O)c2ccc(Br)s2)c1 (centres undefined)	-9%	-15%	-30	9%	-7%	-3%
Cc1ccc(Cn2cccc2C2=NC(C)(C)CO2)cc1	1%	/	4	8%	/	/
Fc1ccc(-n2ncc3c(N4CCN(c5ccccc5F)CC4)ncnc32)cc1	-5%	/	-7	-3%	/	/
O=C(CCC(=O)Nc1ccccc1Cl)NNS(=O)(=O)c1ccc(Cl)cc1	-21%	9%	-15	0%	55%[activator]	/
CCOc1ccc(NC(=O)CSc2nc(=O)n(Cc3cccnc3)c3c2CCC3)cc1	-7%	?	54	-3%	-8%	/
O=C(CSc1nc2c([nH]c3ccccc32)c(=O)n1-c1ccccc1F)NCC1CCCO1 (centres undefined)	5%	?	-11	-27%	-11%	/
Cc1c(C)n(Cc2ccccc2)c2ccc(C(=O)NCc3ccco3)cc12	3%	/	0	2%	/	/
COc1cc(OC)c(-c2sc(Nc3ccccc3)n[n+]2-c2ccc(F)cc2)cc1OC	-11%	6%	-9	7%	-2%	-7%
CCOC(=O)C(C)Oc1ccc2c(CC)cc(=O)oc2c1C (centres undefined)	0%	?	0	-2%	-2%	5%
Cc1ccccc1S(=O)(=O)N1[C@@H](c2ccc(Cl)cc2)C(C(=O)O)=CC[C@H]1c1ccc(Cl)cc1	/	?	-27	/	5%	/
C/C(=N\OC(=O)c1ccc(C)cc1)c1c(C)nc2cc(C)ccn12	?	11%	28	-24%	-1%	-5%
Cc1c(NC(=O)OC(C)C)sc(=S)n1C	?	-18%	-14	35µM*	0%	0%
COc1ccc(CC(NC(C)=O)C(=O)NC2CCN(S(=O)(=O)c3ccccc3)CC2)cc1OC (centres undefined)	-16%	5%	22	-32%	8%	1%
Cc1cc(N2CCN(C3CCCC3)CC2)n2c(nc3ccccc32)c1C#N	-16%	35%[activator]	-37	-21%	4%	2%
CN(C(=O)c1cccs1)c1ccccc1C(=O)O	-5%	12%	34	2%	6%	9%
CCOc1ccc(NC(=O)c2cc(-c3ccc(C)c(F)c3)on2)c([N+](=O)[O-])c1	19%	/	13	5%	/	/
CN(C(=O)c1ccc(NC(=O)Cc2ccc(NC(=O)C3CCN(C(=O)C4CCCCC4)CC3)cc2)cc1)C1CC1	-7%	?	13	-9%	-26%	/

Four entries from above, with each value named:
SMILES: Cc1cc(N2CCN(C3CCCC3)CC2)n2c(nc3ccccc32)c1C#N
  AmpC inh detg = -16%
  HCV inhibitor = 35%[activator]
  HCMV antiviral = -37
  Sm TGR inh = -21%
  AMA1-RON2 inh = 4%
  FBPA Giardia inh = 2%
SMILES: C/C(=N\OC(=O)c1ccc(C)cc1)c1c(C)nc2cc(C)ccn12
  AmpC inh detg = ?
  HCV inhibitor = 11%
  HCMV antiviral = 28
  Sm TGR inh = -24%
  AMA1-RON2 inh = -1%
  FBPA Giardia inh = -5%
SMILES: CN(C(=O)c1ccc(NC(=O)Cc2ccc(NC(=O)C3CCN(C(=O)C4CCCCC4)CC3)cc2)cc1)C1CC1
  AmpC inh detg = -7%
  HCV inhibitor = ?
  HCMV antiviral = 13
  Sm TGR inh = -9%
  AMA1-RON2 inh = -26%
  FBPA Giardia inh = /
SMILES: CSc1cccc(NC(=O)C2CCCN2S(=O)(=O)c2ccc(Br)s2)c1 (centres undefined)
  AmpC inh detg = -9%
  HCV inhibitor = -15%
  HCMV antiviral = -30
  Sm TGR inh = 9%
  AMA1-RON2 inh = -7%
  FBPA Giardia inh = -3%

Remaining list, next part
mol	AmpC inh detg	HCV inhibitor	HCMV antiviral	Sm TGR inh	AMA1-RON2 inh	FBPA Giardia inh
Cn1cc(C(c2ccccn2)c2cn(C)c3ccccc23)c2ccccc21	-14%	?	56	-17%	?	-7%
CC(C)CC(=O)N1CCN(C(=O)c2ccc(-c3ccccc3)cc2)CC1	-14%	-16%	-16	-9%	-4%	5%
CC(=O)c1cccc(N(C(=O)c2ccco2)C(C(=O)NC2CCCC2)c2ccccc2F)c1 (centres undefined)	2%	-23%	-29	-28%	-6%	-2%
COc1cccc2c(O)cc(=O)n(C)c12	-7%	35%[activator]	4	14%	-1%	-10%
O=C(COC(=O)c1ccccc1NCCO)Nc1ccc(S(=O)(=O)NC2=NCCCCC2)cc1	/	-13%	-11	/	-1%[11.6 µM]	/
Cc1cccc(NC(=O)CSc2nnc(C)c(=O)[nH]2)c1	17%	/	0	4%	/	/
Cc1cc(C(F)(F)F)n2nc(-c3sccc3-n3cccc3)cc2n1	1%	-24%	?	14%	-15%	5%
O=C(CC(O)CCc1ccccc1)c1ccc(O)cc1 (centres undefined)	/	-20%	13	/	7%	/
CCCNC(=O)Cc1c(C)n(C(=O)c2ccc(Cl)cc2)c2ccc(OC)cc12	3%	?	52	-8%	0%	/
CCCc1nnc(NC(=O)c2c(O)c3c([nH]c2=O)CCCC3)s1	-15%	0%	36	-2%	11%	9%
COc1ccc(S(=O)(=O)N2CCN(c3cc(-c4ccccc4)nc4ncnn34)CC2)cc1	-1%	10µM*	-73*	4%	2%	0%
Cc1coc2c1c(C)cc1oc(=O)c(CC(=O)NCC(=O)NCC(=O)O)c(C)c12	4%	-3%	-17	3%	-2%	-4%
CC(=O)c1ccc(NC(=O)COc2ccccc2C(=O)Nc2ccccc2)cc1	6%	?	13	11%	8%	/
O=C(C1CC(c2ccccc2O)=NO1)N1CCCCC1 (centres undefined)	-7%	-1%	61	1%	-1%	-3%
N#C/C(=C/c1ccc(-c2ccc(S(N)(=O)=O)cc2)o1)C(=O)Nc1ccccc1	-10%	-27%	-18	-5%	7%[2.32 µM]	-1%
CCOc1ccc(-n2cc(C(=O)Nc3cccc(C)n3)c3cc(OC)c(OC)cc3c2=O)cc1	/	-25%	-4	/	-10%	/
O=C(NCC1CCCO1)c1ccc(S(=O)(=O)Nc2ccc(F)cc2)cc1 (centres undefined)	7%	10%	-31	35%	-10%	/
S=c1[nH]nc(Nc2cccc(Cl)c2)s1	-1%	4%	-7	8%	36%[activator]	4%
CCN(CC)CC(=O)N1c2ccccc2CCc2ccc(NC(=O)c3cc(OC)c(OC)c(OC)c3)cc21	5%	-26%	4	-24%	-10%	-7%
CS(=O)(=O)c1ncc(CO)n1Cc1ccccc1	-1%	8%	-39	30%	-6%	-1%
COc1cc(C(c2sc3nc(C)nn3c2O)N2CCN(c3ccccc3)CC2)cc(OC)c1OC (centres undefined)	-1%	5%	4	-8%	10%	-9%
CCn1cnc2sc(C(=O)N3CCN(Cc4ccc5c(c4)OCO5)CC3)c(C)c2c1=O	-14%	/	6	3%	/	-6%
Cc1ccc(/C=C(\C#N)C(=O)Nc2cccc(Cl)c2)o1	-5%	/	60	-12%	/	/
CCN(CC)S(=O)(=O)c1cccc(NC(=O)COc2ccc(C#N)cc2OC)c1	-11%	?	-38	-4%	-9%	6%
O=C(CCc1nnc2n(Cc3ccc(Cl)cc3)c(=O)c3ccccc3n12)N1CCN(c2ccccn2)CC1	-7%	3.5µM*	/	-10%	-2%	-5%
Cc1cccc(-c2nc3c(c(SCC(=O)N(C)C)n2)CCCC3)c1	?	?	3	-7%	7%	4%
O=C1C(NS(=O)(=O)c2cccs2)=C(N2CCN(c3cccc(Cl)c3)CC2)C(=O)c2ccccc21	-6%	2%	?	-24%	?	?
O=C(Nc1nc2ccccc2s1)NC1CCCCC1	-4%	-24%	173	-11%	-8%	0%
CCOC(=O)c1c(NC(=O)CSc2nnc(-c3c[nH]c4ccccc34)n2CCOC)sc2c1CCCCC2	-9%	6.3µM*	-67*	-19%	-16%	1%
CC(=O)c1ccc(OCC(O)CN2CCN(c3ccccn3)CC2)cc1 (centres undefined)	?	-18%	4	6%	12%	-21%
Cc1cccc(C)c1OCCCN1CCCC1	-15%	4%	17	-1%	-2%	-21%
CCOc1ccccc1CNC(=O)c1ccc(-c2nc(CSc3ccc(C)cc3)c(C)o2)cc1	4%	/	-2	7%	/	/

Source: PubChem
